Compound activity from PubChem.
M5 antag: antagonists of human muscarinic M5 receptor (CHRM5); hit rate 0.59% among 360,000; inhibition, % at 3 µM; CHO-hM5 cells, Fluo-8 calcium fluorescence, ACh EC80; P08912;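 active = inhibition above a per-plate cutoff, the mean of that plate's test compounds plus 3 SD, cut at about 27% in these data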;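 also: 0% = acetylcholine EC80 with DMSO and 100% = DMSO without agonist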
Target sequence (P08912 whole entry, looked up): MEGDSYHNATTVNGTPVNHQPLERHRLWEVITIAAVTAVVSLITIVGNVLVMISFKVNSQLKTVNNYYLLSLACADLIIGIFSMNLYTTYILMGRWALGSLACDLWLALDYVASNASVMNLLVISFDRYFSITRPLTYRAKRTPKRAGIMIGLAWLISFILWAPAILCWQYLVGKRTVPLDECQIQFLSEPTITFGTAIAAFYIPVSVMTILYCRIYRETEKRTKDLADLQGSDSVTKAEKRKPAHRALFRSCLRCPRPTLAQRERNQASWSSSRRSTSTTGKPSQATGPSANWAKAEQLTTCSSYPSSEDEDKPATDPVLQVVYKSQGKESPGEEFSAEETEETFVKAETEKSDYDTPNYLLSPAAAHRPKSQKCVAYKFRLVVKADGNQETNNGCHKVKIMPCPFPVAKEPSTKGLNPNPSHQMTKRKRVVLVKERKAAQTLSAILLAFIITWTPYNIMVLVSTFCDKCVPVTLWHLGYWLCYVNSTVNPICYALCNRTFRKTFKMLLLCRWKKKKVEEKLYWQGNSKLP
CHRM4 agonist: agonists of human muscarinic M4 receptor (CHRM4). CHO-K1 hM4/Gqi5, Fluo-8 calcium fluorescence; vehicle 0%, full acetylcholine response 100%. P08173. hit rate 0.14% among 360,000. AID 624127. activation, % at 3 µM;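 active = activation above the run mean over all test wells plus 3 SD, cut at about 32% in these data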;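 also: peak over basal fluorescence ratio per well then scaled between controls; 0% = DMSO wells and 100% = acetylcholine at EC100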
Target sequence (P08173 whole entry, looked up): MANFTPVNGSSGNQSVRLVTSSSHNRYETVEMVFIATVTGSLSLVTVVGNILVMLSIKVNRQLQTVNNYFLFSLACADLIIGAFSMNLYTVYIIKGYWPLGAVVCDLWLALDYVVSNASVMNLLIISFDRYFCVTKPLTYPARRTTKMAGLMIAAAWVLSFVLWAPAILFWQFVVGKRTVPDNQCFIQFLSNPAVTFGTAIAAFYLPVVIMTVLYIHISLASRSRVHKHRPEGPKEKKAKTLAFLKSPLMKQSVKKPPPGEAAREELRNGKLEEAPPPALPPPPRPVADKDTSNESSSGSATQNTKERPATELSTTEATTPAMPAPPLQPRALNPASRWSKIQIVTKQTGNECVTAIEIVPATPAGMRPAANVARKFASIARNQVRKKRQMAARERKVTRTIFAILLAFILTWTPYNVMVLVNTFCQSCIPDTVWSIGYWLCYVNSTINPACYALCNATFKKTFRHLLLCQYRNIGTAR
M4 antag: antagonists of human muscarinic M4 receptor (CHRM4) | inhibition, % at 3 µM | hit rate 0.73% among 360,000 | P08173 | CHO-hM4 cells, ACh EC80, Fluo-8 calcium fluorescence | AID 624125;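 active = inhibition above its plate's cutoff, the mean inhibition of sample wells plus 3 SD, cut at about 27% in these data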;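 also: 0% = acetylcholine EC80 with DMSO and 100% = DMSO without agonist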
M5 PAM: positive allosteric modulators of human muscarinic M5 receptor; activation, % at 3 µM; P08912; AID 624038; hit rate 0.3% among 360,000; CHO-K1 hM5, Fluo-8 calcium, ACh EC20 PAM; 0% = ACh EC20, 100% = ACh EC100;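 active = activation above the run cutoff, the mean activation of all test compounds plus 3 SD, cut at about 18% in these data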
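Assay system: CHO-K1 hM5 cells / Incubation: Fluo-8 loading 80 min at 37 °C plus 30 min room temperature / Technique: Fluo-8 calcium dye fluorescence, kinetic read / Repeats: single replicate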
CHRM5 agonist: CHRM5 agonism in calcium assay. hit rate 0.19% among 360,000. activation, % at 3 µM. CHO-K1 hM5 cells, Fluo-8 calcium fluorescence; 0% DMSO wells, 100% maximal acetylcholine response. AID 624037;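 active = activation above the run's mean over test compounds plus 3 SD, cut at about 23% in these data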;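 also: signal is peak over basal fluorescence ratio across the kinetic read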
CRFBP-R2 agonist: CRF-BP/CRF-R2 complex agonism; activation, % at 13.2 µM; AID 588473; HEK293 CRF-R2/CRF-BP, calcium dye fluorescence (FLIPR); percent of saturating CRF peptide response; hit rate 0.46% among 350,000;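 active = activation of at least 50%, plus an integration ratio under a set limit after plate pattern correction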;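 also: plate controls were neutral control wells without compound for no effect and CRF at EC100 for full effect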
CHRM4 PAM: CHRM4 positive allosteric modulation. CHO-K1 hM4/Gqi5, Fluo-8 calcium fluorescence, ACh EC20; 0% = ACh EC20, 100% = maximal ACh. activation, % at 3 µM. hit rate 0.4% among 360,000;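 active = activation above its plate's cutoff, the mean activation of sample wells plus 3 SD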; also: some results filed as inactive read as strong as hits
CRFBP-R2 block: blocks CRF-induced signaling of the CRF-BP/CRF-R2 complex; HEK293 CRF-R2/CRF-BP, CRF-induced calcium fluorescence; inhibition, % at 11.8 µM; hit rate 0.59% among 350,000; AID 588475;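 active = inhibition of the ligand-induced calcium signal above about 50% at the single tested concentration, limit read from the data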
M1 PAM: potentiates human M1 receptor response to acetylcholine; hit rate 0.088% among 360,000; activation, % at 3 µM; AID 588819; P11229; CHO-K1 hM1, Fluo-8 calcium fluorescence, ACh EC20; 0% = ACh EC20, 100% = maximal ACh; in the data active = activation above about 19%, passing the limit was not always enough
Active calls of the source: *; x = not tested or not shown; & = joins results of further samples; ! = not active in a repeat.

Structure	M5 antag	CHRM4 agonist	M4 antag	M5 PAM	CHRM5 agonist	CRFBP-R2 agonist	CHRM4 PAM	CRFBP-R2 block	M1 PAM
C/C(COc1ccccc1)=N\NC(=O)c1nnn(-c2nonc2N)c1CSc1ccc(C)cc1	-0.9	1.6	-4.0	-0.9	0.1	2.9	-1.4	18.4	15.1
CCN1CCN(c2ccc([N+](=O)[O-])c(Sc3nc4ccccc4[nH]3)c2)CC1	20.3	0.7	1.9	-5.4	-6.6	0.4	-2.8	-1.1	-8.5
O=C(Nc1ccc(Cl)cc1C(=O)c1ccccn1)c1ccccc1	1.6	0.9	-9.9	0.1	-3.7	-1.3	5.5	-7.3	8.4
O=C(Nc1cccc(Cl)c1)c1ccc2c(=O)n3c(nc2c1)CCCCC3	2.0	8.1	-6.3	-11.5	-2.8	-0.5	-8.3	20.9	-12.6
COc1ccc(Nc2nc(N)nc(CSC(=S)N3CCOCC3)n2)cc1	5.1	2.0	8.3	-2.8	-1.9	0.2	-5.3	-7.4	7.4
Cc1cc(Cl)c2oc(C(=O)N3CCN(C4CCS(=O)(=O)C4)CC3)c(C)c2c1 (configuration not stated)	12.4	1.2	-8.1	-7.1	-3.9	2.7	-2.9	-18.5	4.4
COc1cccc(OC)c1OCCN1CCC(C(=O)NC(c2ccc3c(c2)OCO3)c2ccccn2)CC1 (configuration not stated)	4.0	-0.1	-13.6	1.1	-2.4	x	4.5	x	2.4
CC1CCCCC12NC(=O)N(CC(=O)N1CCN(S(=O)(=O)c3cccs3)CC1)C2=O (configuration not stated)	5.0	0.9	-8.1	-0.5	-0.7	-0.2	7.9	12.6	8.7
O=C(Nc1ccccc1)[C@@H]1CC=C[C@@H]2CCN(C3CCCCC3)C(=O)[C@@H]21	-1.4	0.4	1.1	2.3	-0.5	-1.2	8.2	-5.1	10.7
O=C1c2ccccc2C(=O)N1CCc1nc2ccccc2c(=O)n1-c1ccccn1	-2.7	6.5	3.6	1.4	-2.0	-1.1	-5.0	8.8	0.4
CON(C)S(=O)(=O)c1cccc(C(=O)N(CC(=O)Nc2ccccc2C(F)(F)F)Cc2ccco2)c1	12.0	6.1	-4.7	-7.5	2.1	-1.3	-2.8	4.8	7.6
c1ccc(CNCc2ccco2)cc1	-1.3	1.6	0.7	-1.5	0.9	-1.2	-4.7	25.8	12.6
CC(/C=C1\SC(=Nc2cccnc2)NC1=O)=C\c1ccccc1	7.6	10.3	-1.9	-0.1	4.7	-1.7	-6.2	-0.8	-0.1
Cc1ccc(C(=O)NCCc2n[nH]c(=S)n2C)cc1	-12.7	0.3	-6.2	3.2	0.4	-2.1	-1.1	19.8	12.0
CC(=O)Oc1cc2c(cc1Cl)C(c1cccs1)CC1(CC(C)(C)NC(=S)N1)O2 (configuration not stated)	8.9	2.9	-1.7	-2.5	1.1	7.5	3.6	-35.0	10.9

4 successive entries out of the list so far:
Structure	M5 antag	CHRM4 agonist	M4 antag	M5 PAM	CHRM5 agonist	CRFBP-R2 agonist	CHRM4 PAM	CRFBP-R2 block	M1 PAM
Cc1cc(Cl)c2oc(C(=O)N3CCN(C4CCS(=O)(=O)C4)CC3)c(C)c2c1 (configuration not stated)	12.4	1.2	-8.1	-7.1	-3.9	2.7	-2.9	-18.5	4.4
COc1cccc(OC)c1OCCN1CCC(C(=O)NC(c2ccc3c(c2)OCO3)c2ccccn2)CC1 (configuration not stated)	4.0	-0.1	-13.6	1.1	-2.4	x	4.5	x	2.4
CC1CCCCC12NC(=O)N(CC(=O)N1CCN(S(=O)(=O)c3cccs3)CC1)C2=O (configuration not stated)	5.0	0.9	-8.1	-0.5	-0.7	-0.2	7.9	12.6	8.7
O=C(Nc1ccccc1)[C@@H]1CC=C[C@@H]2CCN(C3CCCCC3)C(=O)[C@@H]21	-1.4	0.4	1.1	2.3	-0.5	-1.2	8.2	-5.1	10.7

Next results.
Structure	M5 antag	CHRM4 agonist	M4 antag	M5 PAM	CHRM5 agonist	CRFBP-R2 agonist	CHRM4 PAM	CRFBP-R2 block	M1 PAM
COc1ccc(CNC(=O)C(=O)NCC2OCCN2S(=O)(=O)c2ccc(OC)c(OC)c2)cc1 (configuration not stated)	10.8	4.2	-2.6	-3.0	-1.7	-1.0	-0.8	7.0	3.2
COc1ccc2nc3n(c(=O)c2c1)-c1ccc(Cl)cc1C(=O)NC3Cc1ccc(O)cc1 (configuration not stated)	-1.7	2.8	-12.7	-3.6	2.3	-0.8	2.9	10.6	6.4
CC1(C(=O)N2CC3(CC(c4cccc([N+](=O)[O-])c4)=NO3)C[C@H]2C(=O)NCC(N)=O)CC1 (some centres not stated)	9.4	-1.4	5.4	-4.4	0.1	-1.1	-5.1	-0.5	8.2
CCn1c(SCC(=O)N2CCN(c3ccccc3)CC2)nc2c([nH]c3ccccc32)c1=O	-2.2	1.4	4.0	0.8	-2.0	-0.5	0.0	9.9	5.0
CCOC(=O)N1CCN(c2c(N3CCN(C(=O)OCC)CC3)c(=O)c2=O)CC1	1.2	0.2	1.4	-1.5	-3.2	0.9	17.4	-5.0	5.6
COc1ccc(/C=C/C(=O)OCC(=O)N2CCCC2)c(OC)c1	-3.3	0.5	-3.0	-0.5	1.8	1.0	17.5	-7.4	8.6
COc1ccc(Cl)cc1NC(=O)c1cnc2sccn2c1=O	0.6	1.3	-0.2	3.6	2.3	-1.4	3.9	-4.0	-0.5
COc1cccc(CNC(=O)c2ccc(N3CCOCC3)c([N+](=O)[O-])c2)c1	3.1	5.4	-3.4	-1.8	-3.4	-0.8	3.7	8.6	6.4
O=C(Nc1ccccc1C(=O)NCc1cccnc1)c1cccc([N+](=O)[O-])c1	4.0	4.8	2.8	-6.8	1.3	2.1	-4.5	6.7	-0.5
COc1ccc(S(=O)(=O)N(C)CC(=O)Nc2cccc(C(C)=O)c2)cc1	3.3	2.6	-1.7	-2.4	2.5	0.5	-8.1	2.2	-4.0
CCc1ccccc1NC(=O)CSc1nc2[nH]c(=O)cc(O)c2s1	9.3	0.9	13.4	7.4	1.7	-1.7	-3.0	12.4	25.1
COc1ccccc1N(CC(=O)Nc1ccccc1C(=O)N1CCCC1)S(C)(=O)=O	17.1	0.7	8.2	-1.9	-2.2	0.0	-2.1	-5.8	3.2
Cc1ccc(NC2=CC(=O)C(=O)c3ccccc32)c(C)c1	-6.1	1.2	4.9	5.1	1.5	0.3	-0.6	15.1	4.1
O=C(c1ccccc1)N1CCN(C(=O)c2ccccc2Br)CC1	-1.6	0.6	-5.8	2.2	-1.0	0.4	3.2	-6.2	8.7
CC(Sc1nnc(-c2cccnc2)n1N)C(=O)N1CCOCC1 (configuration not stated)	-1.9	-0.3	-13.2	-0.4	0.9	-0.7	5.8	0.4	2.8

Structure	M5 antag	CHRM4 agonist	M4 antag	M5 PAM	CHRM5 agonist	CRFBP-R2 agonist	CHRM4 PAM	CRFBP-R2 block	M1 PAM
Cc1oc2c(c1C(=O)NCCCC(=O)O)CCCC2	2.4	0.1	-1.6	-7.5	1.2	0.1	-1.4	-8.4	-3.6
O=C(COC(=O)c1c[nH]c2ccccc12)NC1CCCCC1	0.6	2.4	-7.2	-4.3	5.3	-1.0	3.8	7.8	4.0
CCC(=O)NC(c1cccs1)c1cc([N+](=O)[O-])c2cccnc2c1O (configuration not stated)	3.5	0.0	6.1	-0.6	-0.5	0.0	-3.1	28.8	-3.7
O=C(O)c1cn(-c2ccc(F)c(F)c2)c2c(F)c(F)c(F)c(F)c2c1=O	1.4	-1.1	-0.8	-2.2	1.3	-2.2	2.3	-1.0	1.0
CC1(C)C2CCC1(C)C(NCC(O)COc1ccc(C#N)cc1)C2 (configuration not stated)	5.5	-0.2	-0.2	5.3	-5.7	1.9	-9.3	-7.0	-8.6
COC(=O)c1ccc(NC(=O)CCCCCn2nnc3ccccc3c2=O)cc1	11.8	13.8	0.4	-6.8	-1.4	1.5	0.0	12.9	-2.1
CCc1cc(=O)[nH]c(SCC(=O)N2CCC(Cc3ccccc3)CC2)n1	9.2	-0.1	-6.3	-9.3	-8.1	0.2	1.9	3.1	0.9
COc1cc(C2NC(=O)NC(C)=C2C(=O)OC(C)(C)C)ccc1OCC(=O)O (configuration not stated)	22.8	0.5	10.0	-9.1	-3.3	2.1	-16.2	7.8	-4.3
CCOC(=O)c1ccc(-c2ccc(-c3cc(=O)oc4cc(OC)c(OC)c(OC)c34)cc2)cc1	3.6	0.3	-8.2	1.5	0.2	-0.9	-0.4	0.2	0.8
Cc1cccc(NC(=O)CNC(=O)c2cccc(S(=O)(=O)NCc3cccs3)c2)c1C	1.0	6.3	-18.0	-2.8	1.4	-1.3	8.8	-0.6	-1.8
CC1=C(C(=O)N(C)C)CC(CC(=O)NCc2cccs2)C(=O)N1CCC1=CCCCC1 (configuration not stated)	7.5	0.0	-19.9	1.1	-2.5	0.1	9.8	2.1	4.5
CCOc1ccc(C(=O)NCC(=O)OCCN2C(=O)c3ccccc3C2=O)cc1OCC	1.3	3.9	9.1	2.8	0.1	-0.5	2.0	-5.3	-3.7
COc1ccc(S(=O)(=O)N2CCCCCC2)cc1NC(=O)CN1C(=O)CNC1=O	4.1	0.7	-2.7	9.2	3.0	0.2	1.2	18.8	7.2
C[C@]12CCC(=O)CC1CCC1C2CC[C@@]2(C)C1CC[C@@]21CCO1 (some centres not stated)	3.0	11.1	-17.5	-7.6	-2.8	-1.1	-4.8	9.4	0.0
COc1ccc(CC(=O)NCc2nnc(SCC(=O)Nc3ccc(OC)cc3)n2C)cc1	6.1	1.0	-2.3	0.7	-3.8	-0.5	7.5	24.3	8.9

Structure	M5 antag	CHRM4 agonist	M4 antag	M5 PAM	CHRM5 agonist	CRFBP-R2 agonist	CHRM4 PAM	CRFBP-R2 block	M1 PAM
CCC(C)(C)NC(=O)C(c1cccnc1)N(CCOC)C(=O)Cn1nnc2ccccc21 (configuration not stated)	-0.5	0.2	12.9	-1.7	0.2	-1.6	1.7	25.3	6.2
O=C(CSc1nc2c(c(=O)[nH]1)CCC2)Nc1cccc(Cl)c1	4.8	0.0	1.2	-4.3	8.3	-4.9	5.7	13.8	15.4
CC(C)NC(=O)C1CCN(C(=O)C(C(=O)c2ccccc2)n2cc(Cl)ccc2=O)CC1 (configuration not stated)	2.0	0.9	-0.5	-2.4	-0.3	1.4	0.8	7.0	11.6
CSc1nc(-c2ccccc2)nc(N2CCN(C)CC2)c1C(C)=O	2.0	3.4	-1.2	1.4	-3.8	0.0	6.9	-2.2	3.3
CCOc1ccc(/C=N/NC(=O)C(OC)c2ccccc2)cc1 (configuration not stated)	3.6	0.1	5.0	-4.1	-0.5	-0.3	-0.8	-22.0	6.8
COc1cccc(-c2nnc(SCCC(=O)O)n2C)c1	-1.3	1.1	-2.0	4.1	0.1	-1.3	3.5	6.6	1.4
O=CNCCCc1nc2ccccc2n1Cc1cccc2ccccc12	6.5	3.4	11.2	-2.5	4.9	-2.5	1.1	-43.1	-8.8
CCOc1ccc(Cl)cc1S(=O)(=O)N1CCC(C(=O)NCC2CCCO2)CC1 (configuration not stated)	4.3	0.1	-2.6	3.6	-2.5	1.1	-6.1	2.8	12.3
C=CCN(CC=C)S(=O)(=O)c1ccc(C(=O)Nc2nnc(CSC)o2)cc1	5.2	-0.5	8.9	-3.9	6.1	0.6	-0.7	-15.8	5.4
CCOc1c(C)cc(-c2ncccc2O)cc1C	0.8&4.1	1.2&0.8	-13.0&-2.0	10.4&-9.6	-0.9&-5.8	-4.4&-1.0	6.4&-5.0	51.9*!	3.0&4.8
COc1ccc(-c2nnc(SCCC(=O)O)n2C)cc1OC	4.7	0.9	-8.1	3.7	-1.6	-1.7	2.5	2.8	10.4
